# Screening results deposited in PubChem BioAssay by several laboratories.
# hgDAF-12 ag = H. glycines DAF-12 receptor agonists, primary screen, cell-based, luminescence, HEK293, GAL4 fusion, UAS-luciferase; HEK293 GAL4-hgDAF12 UAS-luciferase reporter, agonist luminescence; normalized to butyrate control; activation, % at 6.8 µM; 370,000 tested, 1.8% active; AID 687014, 2013;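 active = activation above a cutoff set at the mean of all screened compounds plus 3 SD, cut at about 10% in these data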;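 note: 0% = DMSO wells and 100% = sodium butyrate wells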
# ssDAF-12 act = S. stercoralis DAF-12 nuclear receptor activators, primary screen, cell-based, luminescence, HEK293, GRIP1 co-expression, lit1-tk-luc | HEK293 ssDAF-12/GRIP1 lit1-tk-luc reporter; % of 3 µM dafachronic acid response | activation, % at 6.8 µM | 370,000 tested, 1% active | AID 652126, 2013 | Nuclear hormone receptor DAF-12 (Strongyloides stercoralis);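 active = activation above the mean over all tested compounds plus 3 SD, cut at about 0.9% in these data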;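 note: 0% = DMSO-only wells and 100% = 3 µM delta7-dafachronic acid wells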
# HGIII-sPLA2 inh = human group III sPLA2 inhibitors, primary screen, biochemical, QFRET, BODIPY PC-A2 liposome substrate. Group 3 secretory phospholipase A2 (Homo sapiens), Q9NZ20. QFRET BODIPY PC-A2 liposome hydrolysis, fluorescence. inhibition, % at 12.2 µM. 370,000 tested, 0.56% active;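 active = inhibition above mean plus 3 SD of compounds lying within the high and low control bounds, cut at about 19% in these data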;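 note: 0% = median of test compound wells and 100% = no enzyme DMSO wells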
# Target sequence (Q9NZ20 whole entry, looked up): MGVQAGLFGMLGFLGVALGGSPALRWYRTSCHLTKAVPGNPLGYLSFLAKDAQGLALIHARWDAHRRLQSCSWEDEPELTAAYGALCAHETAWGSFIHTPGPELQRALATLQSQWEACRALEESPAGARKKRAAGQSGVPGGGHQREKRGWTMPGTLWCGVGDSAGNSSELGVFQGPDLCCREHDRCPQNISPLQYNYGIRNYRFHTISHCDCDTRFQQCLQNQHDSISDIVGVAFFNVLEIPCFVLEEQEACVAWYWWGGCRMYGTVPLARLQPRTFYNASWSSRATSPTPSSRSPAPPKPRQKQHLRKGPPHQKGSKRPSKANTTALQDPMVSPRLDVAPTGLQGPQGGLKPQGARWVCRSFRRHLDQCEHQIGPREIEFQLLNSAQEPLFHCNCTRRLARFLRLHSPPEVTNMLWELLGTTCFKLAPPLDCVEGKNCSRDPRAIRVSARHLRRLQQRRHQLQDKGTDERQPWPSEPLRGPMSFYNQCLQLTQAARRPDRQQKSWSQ
# NPR1 activator = GC-A stimulated cGMP production enhancers – HEK293 GC-A cells, cGMP TR-FRET, EC30 ANP, primary screen | 0% at EC30 ANP, 100% saturating ANP | activation, % at 10 µM | 370,000 tested, 0.14% active; in the data active = activation above about 40%
# NPR2 activator = human GC-B receptor activators, primary screen, HEK293 GC-B cells, cGMP TR-FRET, EC30 CNP; 370,000 tested, 0.11% active; 0% at EC30 CNP, 100% saturating CNP; activation, % at 10 µM; Atrial natriuretic peptide receptor 2 (Homo sapiens), P20594;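 active = activation at 10 µM reaching about 35% in either raw or pattern-adjusted values, limit read from the data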
# KLK7 zymogen act = proKLK7 zymogen activators, primary screen, biochemical, fluorescence intensity; Kallikrein-7 (Homo sapiens), P49862; purified proKLK7, EDANS-DABCYL substrate fluorescence; 100% is mature enzyme control, 0% vehicle; activation, % at 7 µM; 370,000 tested, 0.9% active; AID 652039, 2013;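 active = activation above the mean of all tested compounds plus 3 SD, computed per campaign excluding outliers beyond control limits, cut at about 13% in these data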
# Target sequence (P49862 whole entry, looked up): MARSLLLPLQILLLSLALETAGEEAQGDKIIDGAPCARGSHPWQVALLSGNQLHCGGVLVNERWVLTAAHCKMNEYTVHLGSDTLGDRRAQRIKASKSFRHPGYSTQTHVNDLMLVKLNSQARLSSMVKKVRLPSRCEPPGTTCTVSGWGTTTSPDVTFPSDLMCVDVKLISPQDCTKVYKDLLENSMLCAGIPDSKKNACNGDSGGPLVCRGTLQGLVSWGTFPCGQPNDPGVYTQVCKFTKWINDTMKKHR
# SMARCA2 act = SMARCA2 (BRM) function activators, primary screen, cell-based, luminescence, high throughput; activation, % at 9.1 µM; 370,000 tested, 1% active; MG213 cells, MMTV-luciferase reporter, dexamethasone, overnight; in the data active = activation above about 7.8%;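 note: 0% = vehicle wells and 100% = reference activator wells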
# DAX1 inh-1 = DAX1 (NR0B1) inhibitors on StAR promoter, primary screen, cell-based, luminescence, SF-1 (NR5A1), full-length DAX-1. inhibition, % at 6.8 µM. 370,000 tested, 1.1% active. HEK293T StAR-luciferase reporter, SF-1/DAX-1 repression relief. AID 652010, 2013;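 active = inhibition above the mean over all tested compounds plus 3 SD, cut at about 3.6% in these data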;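 note: 0% = DAX-1 cells with DMSO and 100% = cells lacking DAX-1 with DMSO; higher inhibition means more luminescence from relief of DAX-1 repression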
# DAX1 inh-2 = DAX1 (NR0B1) inhibitors, primary screen, cell-based, HEK293, Gal4-DAX1, luciferase luminescence; HEK293 Gal4-DAX1 luciferase reporter; inhibition, % at 6.75 µM; 340,000 tested, 0.99% active; AID 504766, 2011;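 active = inhibition above the mean over all tested compounds plus 3 SD, cut at about 4.2% in these data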;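 note: 0% = DAX1-transfected cells with DMSO and 100% = empty-vector control cells with DMSO; inhibition shows as a rise in luminescence from relieved DAX1 repression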
# Target sequence (P51843 207-470 limits assumed): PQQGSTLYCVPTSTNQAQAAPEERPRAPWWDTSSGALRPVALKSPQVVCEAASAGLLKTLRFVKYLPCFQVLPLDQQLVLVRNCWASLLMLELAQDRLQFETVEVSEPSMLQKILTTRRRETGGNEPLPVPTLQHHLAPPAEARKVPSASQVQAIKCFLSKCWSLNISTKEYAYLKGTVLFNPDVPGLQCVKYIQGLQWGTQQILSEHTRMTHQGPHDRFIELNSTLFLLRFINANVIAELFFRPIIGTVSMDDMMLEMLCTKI
# FXN GAA850 act = FXN promoter activators, primary screen, cell-based, luciferase luminescence, HEK293 lucGAA850; activation, % at 6 µM; HEK293 lucGAA850 FXN promoter luciferase reporter, 24 h; percent of 10 µM SAHA response; 360,000 tested, 0.56% active;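 active = activation above the average of all compounds screened plus 3 SD, cutoff fixed separately per campaign, cut at about 7.5% in these data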;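 note: 0% = DMSO wells and 100% = 10 µM SAHA wells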
# hcDAF12 agonist = H. contortus DAF-12 nuclear receptor activators, primary screen, cell-based, luminescence, HEK293, lit1-tk-luc reporter; HEK293 hcDAF-12 lit1-tk-luc reporter; 0% DMSO, 100% Δ7-dafachronic acid; activation, % at 6.8 µM; 370,000 tested, 1.4% active;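 active = activation above the mean of all tested compounds plus 3 SD, cut at about 5.5% in these data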;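 note: 100% = response to 3 µM Δ7-dafachronic acid high control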
# Numbers without * were called inactive; / = no result given.
Structure,hgDAF-12 ag,ssDAF-12 act,HGIII-sPLA2 inh,NPR1 activator,NPR2 activator,KLK7 zymogen act,SMARCA2 act,DAX1 inh-1,DAX1 inh-2,FXN GAA850 act,hcDAF12 agonist
CC1=C(C)CC(C(=O)N2CCN(Cc3ccccc3)CC2)C(C(=O)O)C1 (configuration not stated),-0.5,-0.9,-1,6,3,-0.3,2,-0.2,1.2,1.7,0.5
COC(=O)CN(n1cnnc1)S(=O)(=O)c1ccc(C)cc1,-1.3,-1.1,1,0,8,-0.7,4,0.9,-0.5,-0.6,-0.8
COc1ccc(Nc2ncc(C(=O)N3CCN(Cc4ccccc4)CC3)c3ccccc23)cc1,-7.1,-1.8,-5,-1,2,0.5,-8,-3.0,-3.5,-3.8,-3.6
COc1ccc(CNC(=O)C/C(C)=N/NC(=O)COc2ccc(Br)cc2)cc1,3.6,-1.0,0,5,1,-0.4,-2,0.0,0.3,0.3,1.0
CSc1ccccc1NC(=O)CN(C)CC(=O)NCc1ccccc1,1.4,-1.6,2,-1,-6,0.0,6,-0.9,-0.5,-0.8,-0.8
COc1cc2c(cc1OC)C1CCN3C(=O)CCC3N1CC2 (configuration not stated),2.4,-1.0,6,-1,1,20*,7,-0.5,-0.3,-1.2,-2.4
CCOc1cc(C2c3c(oc4ccccc4c3=O)C(=O)N2c2nccs2)ccc1O (configuration not stated),0.4,-0.7,-6,-5,2,-0.4,3,0.9,-0.3,-2.8,-1.4
COc1ccc(C2NC(=O)c3ccccc3O2)c(OC)c1OC (configuration not stated),-1.8,-0.7,6,0,3,-2.3,-3,-0.2,-1.4,-4.2,-0.3
Cc1ccc(C(=O)COC(=O)CCC(=O)NC2CCCCC2)cc1C,1.4,-0.7,-4,4,4,-0.6,-3,-0.6,1.3,0.2,-1.5
Cc1nn(C)c(C)c1S(=O)(=O)N1CCc2ccccc21,0.9,-0.8,4,0,3,-0.4,1,0.5,-1.0,0.3,1.2
COCCn1c(SCC(=O)NC2CC2)nnc1-c1ccco1,-0.3,-1.3,16,-4,4,0.4,-3,0.4,1.1,-1.0,0.6
O=C(CC1C(=O)NCCN1Cc1ccc(F)cc1)NCCOc1cccnc1 (configuration not stated),-2.2,-1.5,1,2,-3,0.5,0,-0.4,-0.8,1.0,-4.6

# Ordered by count of non-hydrogen atoms (ascending): some entries from above.
Structure,hgDAF-12 ag,ssDAF-12 act,HGIII-sPLA2 inh,NPR1 activator,NPR2 activator,KLK7 zymogen act,SMARCA2 act,DAX1 inh-1,DAX1 inh-2,FXN GAA850 act,hcDAF12 agonist
COc1cc2c(cc1OC)C1CCN3C(=O)CCC3N1CC2 (configuration not stated),2.4,-1.0,6,-1,1,20*,7,-0.5,-0.3,-1.2,-2.4
COc1ccc(C2NC(=O)c3ccccc3O2)c(OC)c1OC (configuration not stated),-1.8,-0.7,6,0,3,-2.3,-3,-0.2,-1.4,-4.2,-0.3
Cc1ccc(C(=O)COC(=O)CCC(=O)NC2CCCCC2)cc1C,1.4,-0.7,-4,4,4,-0.6,-3,-0.6,1.3,0.2,-1.5
COc1ccc(CNC(=O)C/C(C)=N/NC(=O)COc2ccc(Br)cc2)cc1,3.6,-1.0,0,5,1,-0.4,-2,0.0,0.3,0.3,1.0
CCOc1cc(C2c3c(oc4ccccc4c3=O)C(=O)N2c2nccs2)ccc1O (configuration not stated),0.4,-0.7,-6,-5,2,-0.4,3,0.9,-0.3,-2.8,-1.4

# (further entries)
Structure,hgDAF-12 ag,ssDAF-12 act,HGIII-sPLA2 inh,NPR1 activator,NPR2 activator,KLK7 zymogen act,SMARCA2 act,DAX1 inh-1,DAX1 inh-2,FXN GAA850 act,hcDAF12 agonist
Cc1ccccc1NC(=O)Cc1nc(COC(=O)c2ccc(NC(N)=O)cc2)cs1,-1.8,-1.0,-21,0,-3,-0.2,1,-0.8,-1.7,0.4,-1.7
O=C(COC(=O)/C=C/c1cccc(Cl)c1Cl)Nc1ccc2[nH]c(=O)[nH]c2c1,5.3,-0.8,-9,-6,-6,0.0,1,-3.5,-0.4,-1.6,-0.5
CCOC(=O)[C@]12CCC=C1N(Cc1ccc(Cl)cc1Cl)C(=O)[C@H](CC(=O)NCc1ccc(OC)c(OC)c1)C2,-6.0,-1.3,-21,-2,-3,0.2,-6,-5.0,/,/,-3.0
CC1CCC(NC(=O)C2CCN(c3cnccn3)CC2)CC1 (configuration not stated),0.3,-0.7,0,4,2,-1.1,-1,0.5,7.1*,-1.9,-1.0
Cn1nc(CC(=O)NC2CCCCCC2)c2ccccc2c1=O,-6.7,-1.4,4,-4,-2,0.2,-2,-3.1,-1.7,1.0,-4.0
COCCNc1nc(Nc2ccc(C#N)cc2)c2sccc2n1,-4.1,-1.2,10,11,15,0.6,-5,-3.6,/,-0.4,-1.9
Cc1c(N=C2SC(CC(=O)Nc3ccccc3)C(=O)N2CCN2CCOCC2)c(=O)n(-c2ccccc2)n1C (configuration not stated),-0.3,-0.5,-7,-2,2,0.0,-2,-0.7,2.0,-0.8,1.7
CC(=O)CS(=O)(=O)c1ccc(Oc2ccc(S(=O)(=O)CC(C)=O)cc2)cc1,-1.7,-0.9,-15,5,5,0.6,0,-0.2,0.6,-0.7,1.3
Cc1cc(-c2ccccc2)nc(Oc2cccc(C(F)(F)F)c2)c1S(C)(=O)=O,3.1,-1.0,6,7,14,0.2,-1,-0.3,-0.1,2.9,1.9
COc1ccc(C)cc1NC(=O)CSc1nc2ccccc2nc1N1CC(C)OC(C)C1 (configuration not stated),2.7,-0.3,5,1,-3,-1.3,1,-1.1,0.5,-0.9,4.2
Brc1ccc(Oc2ncc(CN3CCN(c4ccccc4)CC3)s2)cc1,0.2,-0.8,7,4,-4,-0.5,-3,-0.3,0.1,1.6,0.2
COCc1cc(C)nc(Nc2ccc(C)cc2C)c1C#N,0.0,0.1,-3,-1,3,0.0,1,-0.9,0.6,1.1,2.6
Nc1cc(=O)n(Cc2ccccc2)c(=O)n1-c1ccc(F)cc1,2.1,-1.6,-1,0,0,-0.4,0,-0.5,1.7,0.3,0.0
COc1cccc(Cl)c1NC(=O)N1CCN(c2cc(C)nc3ccccc23)CC1,-3.6,-1.7,-5,1,-4,0.3,-3,-0.9,0.2,-8.6,-2.0
COc1ccc(Cl)cc1NC(=O)CN1CCc2ccccc2C1,-0.2,-1.0,-1,-4,-11,0.1,2,-0.2,-1.2,0.0,-0.7
O=C(CCCN1CCOCC1)c1ccc2c(c1)OCCO2,17*,0.0,-5,2,-5,-0.2,4,3.4,1.2,5.7,3.4
N#Cc1ccccc1OCC(=O)OCC(=O)NC1CCCCC1,3.7,-0.7,4,-7,-5,-0.1,0,1.9,0.2,1.1,2.4
Cc1ccc(N(C(=O)c2csnn2)C(C(=O)NC2CCCCC2)c2cccnc2)cc1C (configuration not stated),0.1,-1.3,-1,-4,-3,0.5,-2,0.1,0.2,-1.9,-1.9
O=C(Cc1cc(C(=O)O)c2ccccc2n1)Nc1ccccc1,-4.3,-1.4,2,0,-3,-0.9,0,-0.6,-1.2,-0.9,-0.1
CCCC1=Nc2cc(C(=O)NCCN3CCCC3)ccc2Sc2ccccc21,-2.5,-0.7,-12,-2,-2,0.5,2,1.2,0.4,-1.4,-0.6
Cc1ccc(C)c(C(=O)CC2(O)C(=O)N(C)c3ccccc32)c1 (configuration not stated),0.3,-1.5,15,-2,-4,-0.4,-2,-0.4,-1.7,1.7,0.3
CCOC(=O)C[C@H]1c2ccc(C(F)(F)F)cc2S(=O)(=O)N1c1ccccc1,-0.6,-1.4,-14,-1,10,-0.9,-1,0.0,0.5,1.4,0.6
CCOc1nc(N(C)C)nc(-n2nnc(C(C)=O)c2C)n1,-1.7,-1.3,-4,2,2,0.5,1,-0.8,-0.1,0.8,0.7
CC(C)c1cc2cc3ccc(=O)oc3cc2o1,7.2,-0.8,-4,-2,-3,3.1,2,-0.4,0.5,1.7,-0.5
COc1ccc(C(=O)N2CCC2(C)C(=O)NC(C)C)cc1OC (configuration not stated),-0.4,-1.0,3,4,3,0.5,-4,1.2,/,1.4,0.6
COc1cccc(N(C(=O)c2snc(C(N)=O)c2N)C(C(=O)NCC2CCCO2)c2cccs2)c1 (configuration not stated),5.0,-1.2,-3,-17,-4,0.2,2,-0.2,-1.4,3.7,-2.1
COc1ccc(CC(=O)Nc2cccc(C(=O)Nc3ccccc3C(=O)O)c2)cc1OC,0.0,-0.9,8,-1,3,0.2,-4,0.2,-0.2,-0.5,-0.6
O=C(CCc1nnc(C2(c3ccc(Cl)cc3)CCC2)o1)N1CCCC1,7.3,-0.8,2,-4,-2,0.2,7,0.4,0.2,5.2,2.1
Cn1c(COc2ccccc2)nnc1SCC(=O)NCc1ccccc1,0.5,-1.4,5,2,-2,0.5,-1,-0.1,-1.5,-0.9,-0.8
Cc1ccccc1CN(c1ccc(C(=O)N2CCN(C)CC2)cc1)S(C)(=O)=O,-1.3,-1.6,-3,1,3,-0.3,-1,-0.2,/,0.1,0.6
Cc1nc2ccccc2c(=O)n1/N=C/c1c(O)ccc2ccccc12,1.4,-0.9,5,-3,3,0.3,-3,0.0,-0.7,-1.9,1.5
N#C/C(C(=O)c1ccccc1)=C1/CCCN1,1.5,-1.3,4,6,-2,-0.5,0,0.3,1.0,1.9,0.6
Cc1ccc(C(=O)NNC(=O)C2CCN(c3nc(C)cc(C)n3)CC2)cc1,-1.1,-1.3,-5,-2,3,-0.1,-1,-0.2,0.2,0.5,-0.6
CC(=O)c1c(C)[nH]c(C(=O)COC(=O)c2cc(C)oc2C)c1C,-1.3,-1.6,2,-3,1,0.5,-2,-0.7,-1.0,-0.5,-2.4
O=C(NC1CCCC1)C(c1ccccn1)N(Cc1ccccc1F)C(=O)c1csnn1 (configuration not stated),-1.0,-1.4,12,-2,-3,0.3,-3,-0.1,0.4,-0.4,-1.7
COc1ccc(C(NC(=O)C2CCN(CCOc3ccc(Cl)cc3Cl)CC2)c2ccccc2C)cn1 (configuration not stated),0.0,-1.0,-2,-3,-3,0.5,2,1.9,/,-1.2,-0.6
COc1ccc(N2CCN(C(=O)C(Cc3ccccc3)NC(=O)c3ccccc3)CC2)cc1 (configuration not stated),-0.2,-0.8,5,-1,4,1.1,-2,-1.1,1.4,0.3,-1.1
